Screens from PubChem BioAssay.
BRCA1 expr up: increases BRCA1 expression; MCF7-BRCA1-FFLuc reporter, luminescence, 48 h; response scale: scaled: vehicle 0%, 10 µM genistein 100%; Potency, µM (highest dose often 46.1 µM), for inactives: at the top dose activation, usual class: activators; actives 1.1% (n = 380,000); AID 624202; also: potency is read from the fitted curve at half-maximal effect; nearly all actives have a fitted effect of over 80% in size; some results filed as inactive show a strong effect at the top dose
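Activators of BRCA1 expression were detected as increased firefly luciferase luminescence in engineered MCF7 cells after 48 h compound incubation. Signals were scaled to genistein 10 microM as full activation.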
RORgamma inh: ROR gamma (mouse) transcription inhibition. P51450. Drosophila S2 Gal4-RORgamma UAS-luciferase reporter, 20 h. Potency, µM (top dose mostly 53.6 µM), without a hit: at the highest dose activity change, negative = inhibition, usual class: inhibitors. actives 5.4% (n = 310,000); also: potency is read from the fitted curve at half-maximal effect; % is scaled to controls: 0 for no effect and ±100 for the full control effect; nearly all actives have a fitted effect of over 60% in size
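Stable Schneider cell line, Gal4 DNA-binding domain fused to ROR gamma, UAS-luciferase. Cmpd 1 hr RT → CuSO4 700 uM final → 20 hr RT → luciferase reagent 10 min → luminescence.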
FLuc counter: firefly luciferase modulation, counter-screen for miR-21 project. purified FLuc, Km substrates, luminescence inhibition. actives 6.9% (n = 360,000). Potency, µM (series often up to 57.5 µM), inactives show top-dose activity change, negative = inhibition, most hits filed as inhibitors;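 also: potency is read from the fitted curve at half-maximal effect; plate controls were vehicle for no effect and reference inhibitor for full effect; nearly all actives have a fitted effect of over 55% in size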
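Purified P. pyralis luciferase, 10 nM final, with Km-level 10 uM D-luciferin and 10 uM ATP in 50 mM Tris acetate pH 7.5, 10 mM Mg acetate, 0.01% Tween-20, 0.05% BSA; 6-point qHTS titration about 60 µM downward; luminescence read.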
Giardia killer: kills Giardia lamblia | AID 540267 | activity change, % at 7.66 µM, hits read low | actives 0.15% (n = 340,000) | Giardia lamblia trophozoite viability; in the data active = activity change below about -80%; inconclusive = between about -30% and that limit;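 also: parasites exposed to compound for two days anaerobically before the ATP read; % is scaled to controls: 0 for no effect and ±100 for the full control effect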
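Luminescent ATP signal served as the viability read-out, measured 15-30 min after adding ATP detection reagent to trophozoites that had been incubated with compounds for 48 hrs at 37 deg C anaerobically at 100 cells/well.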
PKM2 act: activators of human pyruvate kinase M2; P14618; purified PKM2, Kinase-Glo ATP luminescence, activation; response scale: 0% is enzyme alone, no compound; Potency, µM (titrated, usually from 57.5 µM), for the others: top-dose activation, hits mostly activators; actives 0.34% (n = 260,000); also: potency is read from the fitted curve at half-maximal effect; % is scaled to controls: 0 for no effect and ±100 for the full control effect; nearly all actives have a fitted effect of over 55% in size
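Purified hPK-M2 (>95% pure) converted ADP (0.1 mM final) to ATP with 0.5 mM PEP in 50 mM imidazole pH7.2, KCl, MgCl2, Tween 20, BSA; 1 h at room temperature. ATP detected by Kinase-Glo luminescence.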
Rab9 prom act: Rab9 promoter activation; Huh7 Rab9 promoter-luciferase reporter, luminescence, 24 h; Potency, µM (series often up to 9.22 µM), without a hit: at the highest dose activation, negative = inhibition, usual class: activators; actives 2.8% (n = 320,000); AID 485297; also: potency is read from the fitted curve at half-maximal effect; % of control where 0% means no effect; nearly all actives have a fitted effect of over 60% in size
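Measured in stably transfected Huh7 cells bearing a Rab9 promoter–luciferase construct: 24 h compound treatment at 37 °C, followed by luminescence detection.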
NPC1 promoter act: activators of NPC1 promoter; Huh7 NPC1 promoter luciferase reporter, 24 h; Potency, µM (doses to about 9.22 µM), for inactives: at the top dose activation, most hits filed as activators; actives 2.4% (n = 320,000);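 also: potency is read from the fitted curve at half-maximal effect; % of control where 0% means no effect; nearly all actives have a fitted effect of over 60% in size; reporter is driven by a mutant NPC1 promoter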
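In 1536-well qHTS, Huh7 cells harboring an NPC1 promoter–luciferase construct received compound for 24 h; activation was quantified by luminescence following luciferase reagent addition.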
p53 reactivator: restores transcriptional activity of mutant p53 | actives 0.063% (n = 320,000) | Potency, µM (series often up to 92.2 µM), inactives show at the top dose activity change, positive = activation, usual class: activators | AID 504706 | H1299 p53-A138V BP100-luciferase reporter, luminescence, 24 h; also: potency is read from the fitted curve at half-maximal effect; % of control where 0% means no effect; nearly all actives have a fitted effect of over 45% in size
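H1299 (p53-null), stable ts p53-A138V + BP100-Luc; 1000 cells/well, Opti-MEM/10% FBS; cpd 4 pt, 1:5; 24 h, 37 deg C, 5% CO2; detection reagent 10 min RT; luminescence.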
ELG1 genotoxic: inducers of genotoxicity in HEK293T ELG1-luciferase cells | HEK293T ELG1-luciferase reporter, luminescence, 16 h | Potency, µM (highest dose often 46 µM), for inactives: at the highest dose activity change, positive = activation, hits mostly activators | actives 1.3% (n = 330,000) | AID 504466; also: potency is read from the fitted curve at half-maximal effect; % of control where 0% means no effect; nearly all actives have a fitted effect of over 60% in size
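HEK293T cells expressing luciferase-tagged ELG1 were exposed to compound or DMSO vehicle for 16 hr at 37 °C and 5% CO2. Luciferase activity was then measured with ONE-Glo after 30 min at room temperature.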
VP16 counter: counter-screen for ROR gamma inhibitors: Gal4-VP16 reporter | Drosophila S2 Gal4-VP16 UAS-luciferase, luminescence, 20 h | Potency, µM (titrated, usually from 53.6 µM), without a hit: at the top dose activity, negative = inhibition, most hits filed as inhibitors | actives 3.5% (n = 310,000) | AID 2546;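 also: Gal4-VP16 expression switched on by copper sulfate through the metallothionein promoter; potency is read from the fitted curve at half-maximal effect; % is scaled to controls: 0 for no effect and ±100 for the full control effect; nearly all actives have a fitted effect of over 50% in size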
Menin MLL FP TR: inhibitors of human menin-MLL interaction, mutant MLL peptide; O00255; Menin + Texas Red MLL mutant peptide, fluorescence polarization; Potency, µM (series often up to 61.6 µM), without a hit: top-dose FP activity change, negative = inhibition, usual class: inhibitors; actives 0.23% (n = 270,000); AID 1768; active = well fitted inhibition curve with a large enough effect in the polarisation, with a control signal flat, not every such curve was filed as active; inconclusive = small, poorly fitted or top-dose-only effect, or effect the other way, or a change in a side signal; inactive = no such curve, though single readings can be large or run the other way; the % refers to the polarisation; also: potency is read from the fitted curve at half-maximal effect; % of control where 0% means no effect; many of its hits are not listed in these tables
Target sequence (O00255 whole entry, looked up): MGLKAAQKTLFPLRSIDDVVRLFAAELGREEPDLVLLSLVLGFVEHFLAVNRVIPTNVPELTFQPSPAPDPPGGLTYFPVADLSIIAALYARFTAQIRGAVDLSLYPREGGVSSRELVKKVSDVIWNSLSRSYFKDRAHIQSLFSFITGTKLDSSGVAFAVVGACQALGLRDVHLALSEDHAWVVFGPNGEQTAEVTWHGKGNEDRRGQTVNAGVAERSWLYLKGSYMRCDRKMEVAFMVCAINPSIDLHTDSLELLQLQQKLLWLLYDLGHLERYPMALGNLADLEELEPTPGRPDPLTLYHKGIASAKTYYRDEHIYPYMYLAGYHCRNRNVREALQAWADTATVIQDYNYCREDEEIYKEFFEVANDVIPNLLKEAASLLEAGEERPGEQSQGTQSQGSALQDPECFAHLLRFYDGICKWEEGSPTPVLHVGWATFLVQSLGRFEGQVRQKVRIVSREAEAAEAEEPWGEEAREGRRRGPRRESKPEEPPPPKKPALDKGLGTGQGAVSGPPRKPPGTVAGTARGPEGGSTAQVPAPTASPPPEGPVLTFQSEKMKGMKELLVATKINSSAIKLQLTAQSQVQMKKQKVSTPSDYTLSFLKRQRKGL
* = called active by the depositor; ? = inconclusive; nt = not tested or not shown; [ ] = remark or other dose. Unless noted, calls follow the shape of the dose curve; as a rule, active = well fitted curve in the direction sought with a large enough effect; inconclusive = small, poorly fitted or top-dose-only effect, or another doubt; inactive = no such curve, though single readings can be large; an effect the other way counts as inactive or inconclusive. Some of the compounds tested; count on the stated rates, not on these rows.

smiles,FLuc counter,p53 reactivator,VP16 counter,RORgamma inh,Rab9 prom act,PKM2 act,BRCA1 expr up,Menin MLL FP TR,ELG1 genotoxic,Giardia killer,NPC1 promoter act
COc1ccc(/C=N/NC(=O)c2cccc(NC(C)=O)c2)c(C(=O)O)c1OC,-9%,7%,-2%,-2%,-1%,-1%,23%,1%,1%,6,-3%
CCOCCCNc1nc2c(C)cccn2c(=O)c1/C=C1\SC(=S)N(CC(C)C)C1=O,5%,2%,-5%,0%,-4%,-4%,0%,?,-1%,7,-2%
C=CCn1c(SCC(=O)Nc2ccc(N3CCOCC3)cc2)nc2ccccc2c1=O,-2%,10%,-9%,15%,2%,-6%,-4%,nt,-5%,-16,-3%
O=C(NCc1ccco1)c1ccccc1NC(=O)C1CC(=O)N(c2ccc(Cl)cc2)C1 (configuration not stated),1%,27%,-3%,15%,-3%,11%,1%,16%,-2%,1,-2%
COc1ccccc1CNC(=O)CNC(=O)c1sc2ccccc2c1Cl,-4%,2%,-17%,7%,10%,-3%,2%,5%,-2%,31[activator],2%
Cc1ccc(C)c(NC(=O)C(c2ccccc2)N2CCN(CC(=O)NC3CC3)CC2)c1 (configuration not stated),6%,5%,nt,nt,-3%,nt,-38%,nt,-2%,-13,-3%
Cc1cccc(NC(=O)CNC(=O)C(NC(=O)Cc2ccccc2)C(C)C)c1C (configuration not stated),3%,13%,nt,nt,-1%,nt,9%,nt,2%,-1,-1%
Cc1nc2nc(SCC(=O)Nc3cccc(F)c3)[nH]c2cc1Br,2%,14%,-24%,?,8%,nt,-10%,21%,-3%,39[activator],-3%
O=C(Nc1ccccc1N1CCCC1)c1cccc(-c2cc3ccccc3oc2=O)c1,?,10%,-6%,?,18%,1%,-2%,-2%,-5%,-4,17%
Cc1ccc(C)c(NC(=O)C(OC(=O)c2ccc(C)s2)c2ccccc2)c1 (configuration not stated),2%,1%,?,-15%,-1%,0%,-36%,2%,0%,-4,-4%
Cc1nn(-c2ccccc2)cc1/C=N/O,1%,?,-28%,?,17%,-6%,49%,-9%,2%,-27,-2%
Cc1nnc(C)c2c(C)n(Cc3ccc4c(c3)OCO4)c(C)c12,5%,-3%,0%,-36%,-6%,0%,-53%,?,-7%,-4,-1%
CC(C)=CC(=O)N1CCCc2ccccc21,3%,1%,-5%,9%,8%,0%,9%,?,0%,-14,3%
O=C(CCN1CCCCC1)Nc1ccc(Br)cc1,0%,-1%,-5%,-4%,-3%,9%,4%,-13%,-3%,-8,-3%
O=C(CN1CCN(C(=O)CNC(=O)c2ccc3c(c2)OCO3)CC1)Nc1cccc(F)c1,0%,2%,nt,nt,-1%,nt,-1%,nt,4%,13,-2%
O=C(CCc1nc(-c2ccccc2Cl)no1)NCC1CCCO1 (configuration not stated),0%,3%,4%,20%,-2%,0%,9%,-9%,0%,7,1%
COc1ccc(NC(=O)c2ccc3c(c2)OCO3)cc1[N+](=O)[O-],?,3%,-8%,15%,3.2µM*,0%,54%,-7%,?,3,2.8µM*
CN1CCN(S(=O)(=O)c2ccc(NC(=O)C3CCCO3)cc2)CC1 (configuration not stated),4%,12%,5%,-22%,-2%,5%,-3%,-2%,2%,6,-1%
CC(C)N(Cc1ccccc1)C(=S)NC(=O)C1(C)CC1(Cl)Cl (configuration not stated),0%,-2%,2.5µM*,0.56µM*,1%,-5%,-24%,13%,-8%,0,-3%
COc1ccc(CNC(=O)C(OC(C)=O)c2ccccn2)cc1 (configuration not stated),2%,4%,-2%,-18%,-2%,-3%,25%,3%,1%,-3,0%
CC(C)Nc1nnc(SC(C)C(=O)Nc2ccc(N3CCOCC3)cc2)s1 (configuration not stated),?,0%,nt,nt,-4%,nt,1%,nt,6%,?,6%
COc1ccc(-n2nnc3c(=O)n(C/C=C/c4ccccc4)cnc32)cc1,3%,5%,1%,20%,-9%,-1%,-24%,-7%,-8%,-11,-2%
COc1ccc2c(c1)CC[C@@H]1[C@@H]2CC[C@]2(C)[C@@H](C(=O)O)C[C@@H]12,4%,3%,nt,nt,-5%,nt,0%,nt,5%,-6,-4%
O=C(OCCO)c1cc(Cl)c(C(=O)OCCO)cc1Cl,11%,0%,1%,2%,14%,0%,0%,2%,8%,4,2%
CC(=O)N1CCN(c2ccc(NCc3ccc(C)s3)cc2)CC1,-11%,1%,14%,?,6%,12%,1%,-4%[11.7 µM],-3%,16,13%
CCc1ccc(/C=N/NC(=O)Cc2cccn2C)cc1,24µM*,12%,-15%,-41%,?,-2%,0%,nt,15%,0,?
O=C(NCCN1C(=O)C2C3C=CC(C3)C2C1=O)Nc1ccccc1O (configuration not stated),-13%,?,1%,5%,-2%,-8%,46%,-14%,17%,-16,3%
O=C(COC(=O)c1ccc[nH]c1=O)NC1CCCCC1,3%,-3%,-9%,5%,-5%,0%,-3%,nt,-14%,-19,3%
CN(Cc1c(F)cccc1Cl)C(=O)c1ccc(COc2ccccc2)cc1,-1%,-4%,3%,13%,-2%,15%,-13%,nt,7%,-14,0%
O=C(COc1ccc(S(=O)(=O)N2CCc3ccccc32)cc1Cl)NCc1ccccn1,-1%,-13%,-2%,11%,-4%,16µM*,-10%,15%,-6%,-16,1%
Cc1ccc(OCCNC(=O)C(=O)NCc2ccco2)cc1,-3%,-3%,1%,-2%,-26%,1%,-35%,13%,-1%,18,-28%
CC(C)(C)NC(=O)c1ccc2c(c1)CCO2,2%,4%,-8%,13%,-3%,2%,-2%,nt,1%,5,0%
Cc1ccc(S(=O)(=O)N2CCOCC(=O)NCCOCCNC(=O)COCC2)cc1,0%,-1%,-2%,3%,14%,21%,9%,-12%,-3%,-20,0%
Cc1onc(-c2ccccc2)c1C(N)=O,2%,-6%,nt,6%[0.365 µM],-4%,-14%,1%,?,-7%,-2,3%
COc1cc(-c2noc(CCCC(=O)Nc3ccc(C(N)=O)cc3)n2)cc(OC)c1OC,3%,0%,?,15%,-6%,0%,-23%,nt,10%,-25,-5%
O=C(CCC(=O)N1CCN(S(=O)(=O)c2ccc(Cl)cc2)CC1)NC1CCCc2ccccc21 (configuration not stated),-1%,-2%,-20%,44%,0%,24%,-30%,?,0%,6,-1%
O=Cc1cc(Cl)ccc1OCCN1CCC(Cc2ccccc2)CC1,2%,-43%[inhibitor],-23%,-15%,-1%,2%,-22%,?,0%,-5,9%
Cc1ccc(-n2c(C)cc(C(=O)OCC(=O)N(C)C3CCS(=O)(=O)C3)c2C)cc1 (configuration not stated),?,-5%,-14%,20%,-9%,-10%,17%,-2%,?,7,1%
CCOC(=O)C1CCN(c2ccc([N+](=O)[O-])c(C(C)=O)c2)CC1,5%,0%,-2%,21%,-9%,1%,4%,-7%,-9%,?,-4%
O=C(/C=C/c1cccs1)NCc1cccnc1,-1%,6%,-4%,7%,-2%,-5%,-6%,1%,-4%,19,-2%
CC(C)C(c1nnnn1Cc1ccc(F)cc1)N1CCN(Cc2ccc3c(c2)OCO3)CC1 (configuration not stated),2%,0%,-3%,11%,4%,-6%,-46%,-25%,-9%,-3,-3%
Cc1ccc(N(CCC#N)C(=O)COC(=O)C2CCN(c3ccc(C(F)(F)F)cn3)CC2)cc1,0%,-9%,nt,nt,-2%,nt,14%,nt,-4%,11,-1%
Clc1ccc(-c2nnnn2-c2ccc(Cl)c(Cl)c2)cc1Cl,-3%,1%,12%,-9%,3%,-6%,-28%,1%,2%,-16,-2%
COc1ccc(CCNC(=O)C2=CC=CN3CCS(=O)(=O)N=C23)cc1,-3%,-11%,nt,nt,4%,nt,0%,nt,1%,10,-3%
O=C(Oc1ccc(Cl)c2cccnc12)N1CCCCC1,?,?,7%,11%,23%,-7%,92%,-9%,4%,-1,14%
